Yeast life ext: compounds extending yeast replicative lifespan, primary screen, S. cerevisiae, OD615; AID 775, 2007; actives 0.68% (n = 130,000); inhibition of the nicotinamide effect, % at 10 µM; S. cerevisiae growth with nicotinamide; deaD strain in restrictive glucose medium;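 active = inhibition above a set limit, placed 3 SD over the median of all compounds, cut at about 26% in these data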;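 note: 0% = nicotinamide-treated wells and 100% = cells grown without nicotinamide; some compounds called inactive have numbers as strong as hits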
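Test system – modified budding yeast, DeaD strain · Compound – single dose 10 µM compound, 0.25% DMSO · Times – culture preincubation 4 h, compound exposure 48 h, both 30 °C · Detection – optical density (absorbance) at 615 nm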
GALR2 antag: GALR2 antagonists in receptor-expressing cells, primary screen. Galanin receptor type 2 (Homo sapiens), O43603. inhibition, % at 4 µM. antagonist mode. AID 828, 2007. actives 0.39% (n = 140,000); in the data active = inhibition above about 27%;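 note: cells stimulated with galanin 1-16 at roughly its EC80; 0% = agonist challenge control and 100% = basal control without agonist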
Target sequence (O43603 whole entry, looked up): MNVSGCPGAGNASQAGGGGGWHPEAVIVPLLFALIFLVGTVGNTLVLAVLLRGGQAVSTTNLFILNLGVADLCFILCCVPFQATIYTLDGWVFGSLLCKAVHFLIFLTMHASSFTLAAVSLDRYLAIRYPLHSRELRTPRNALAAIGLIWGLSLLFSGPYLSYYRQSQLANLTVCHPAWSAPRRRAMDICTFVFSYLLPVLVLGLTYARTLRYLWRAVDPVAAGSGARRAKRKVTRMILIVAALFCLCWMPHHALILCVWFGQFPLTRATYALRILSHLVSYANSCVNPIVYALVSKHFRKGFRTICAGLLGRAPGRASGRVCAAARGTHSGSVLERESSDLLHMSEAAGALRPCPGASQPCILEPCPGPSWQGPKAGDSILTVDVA
Measles CPE: compounds protecting cells from measles virus cytopathic effect, primary screen, measles RdRp inhibitor project, single point, MLSMR library, absorbance. Measles virus-infected cells, CPE protection. protection (pct of control), % at 4 µM. actives 1.5% (n = 140,000); in the data active = protection mostly above about 24%, no sharp cut-off; inactive = mostly below about 26%; note: some compounds called inactive have numbers as strong as hits
E-sel TNF inh: E-selectin induction blockers in HUVEC – imaging, immunofluorescence, high content, primary screen | HUVEC TNFa-induced E-selectin immunofluorescence | inhibition, % at 2 µM | actives 0.71% (n = 120,000);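 active = inhibition above the batch mean plus 3 SD, and confirmed as a hit on visual image review, cut at about 43% in these data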;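 note: 0% = TNF-stimulated DMSO wells and 100% = unstimulated control wells; not every result past the cut was called active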
NPY-Y2 antag: NPY-Y2 receptor antagonists, primary screen, cell-based; NPY-Y2 expressing cells, antagonist mode; inhibition, % at 2.7 µM; actives 0.99% (n = 140,000); AID 793, 2007; in the data active = inhibition above about 17%;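 note: 0% = vehicle with agonist challenge and 100% = reference antagonist with challenge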
Target sequence (P49146 whole entry, looked up): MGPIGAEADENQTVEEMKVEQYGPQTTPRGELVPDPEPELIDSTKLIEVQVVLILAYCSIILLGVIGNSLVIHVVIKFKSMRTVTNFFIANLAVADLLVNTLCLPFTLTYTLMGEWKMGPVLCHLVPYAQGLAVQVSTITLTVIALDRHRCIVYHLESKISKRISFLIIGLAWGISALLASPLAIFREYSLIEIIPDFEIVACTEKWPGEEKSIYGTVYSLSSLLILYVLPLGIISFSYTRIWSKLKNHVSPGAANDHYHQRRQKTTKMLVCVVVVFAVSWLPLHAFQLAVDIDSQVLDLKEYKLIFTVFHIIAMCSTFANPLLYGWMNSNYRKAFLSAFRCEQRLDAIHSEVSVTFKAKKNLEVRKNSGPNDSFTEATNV
PTEN del growth: growth suppression of PTEN-null HCT116, primary screen, cell-based, CellTiter-Glo. HCT116 PTEN-null viability, 60 h; hits give low values. viability, % at 10 µM. actives 1.2% (n = 140,000). AID 827, 2007;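 active = viability at or below a set limit, 4 SD under the median of all tested compounds, cut at about 3.7% in these data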;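 note: PTEN knockout HCT116 line with beta catenin targeted HCT116 as companion control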
BB579 growth dn: growth inhibitors of yeast BB579 in restrictive medium, primary screen, yeast lifespan-shortening project, S. cerevisiae. OD615, 48 h. inhibition, % at 10 µM. actives 0.51% (n = 140,000). AID 804, 2007;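 active = inhibition above a set limit, 3 SD over the mean compound inhibition, cut at about 44% in these data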; note: inactives centre near -24
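Assay system: S. cerevisiae DeaD strain BB579 yeast. Medium: CSMM-D restrictive synthetic medium containing dextrose (glucose). Times: 4 h cell preincubation, 48 h compound exposure, 30 °C humidified. Signal: OD615 turbidity measurement. Benchmarks: positive control amphotericin B 10 µg/mL.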
Phagocytosis inh: inhibitors of macrophage phagocytosis, primary screen, imaging, J774A.1 cells, IgG beads | J774A.1 macrophage IgG-bead phagocytosis | inhibition, % at 5 µM | actives 0.07% (n = 110,000) | AID 1029, 2008;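 active = inhibition above the mean of the plate negative controls plus 5 SD, cut at about 13% in these data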;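 note: phagocytic index as fraction of beads internalized from green versus red external bead signal; plate controls were DMSO negative control for no effect and cytochalasin-D positive control for full effect; some results beyond the cut were filed as inactive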
bCat KO growth: primary screen for growth suppressors in beta-catenin knockout HCT116 cells (colon tumor, human); viability, % at 10 µM; actives 1.5% (n = 140,000); HCT116 beta-catenin knockout viability, CellTiter-Glo, 60 h; hits give low values;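 active = viability at or under a set limit, the compound median less 4 SD, cut at about 6% in these data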;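 note: 0% = Hyamine 1622 control at 20 µM and 100% = untreated cell control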
MRP-1 activ: H69AR viability gain despite doxorubicin, primary screen, MRP-1 activator project, H69AR cells, CellTiter-Glo; viability rescue; AID 799, 2007; actives 0.61% (n = 140,000); viability increase, % at 10 µM;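 active = viability gain under doxorubicin at or above a set limit, the compound median plus 3 SD, cut at about 4.7% in these data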;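 note: MRP-1 overexpressing cells given doxorubicin 25 µM after compound pretreatment; 18-22 h compound pretreatment then 72 h with doxorubicin before readout; 0% = doxorubicin-only wells and 100% = vehicle-treated cells without doxorubicin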
Starred values were filed as active, the others as inactive; / = not tested or not shown. Not a hit list; about 6.2% have a hit in one of these screens.

SMILES	Yeast life ext	GALR2 antag	Measles CPE	E-sel TNF inh	NPY-Y2 antag	PTEN del growth	BB579 growth dn	Phagocytosis inh	bCat KO growth	MRP-1 activ
CN1C(=O)c2ccc(NC(=S)NC(=O)C(C)(C)C)cc2C1=O	-4.7	-9.4	7.1	-30.8	1.6	92.9	-38.5	-3.0	94.8	-1.4
CCOc1ccccc1NC(=O)/C=C/C(N)=O	-5.4	-0.1	13.6	16.3	4.2	94.1	-14.6	-0.8	80.7	-4.5
COc1ccc(-n2c(-c3ccco3)n[nH]c2=S)cc1	-4.8	3.7	2.5	-92.5	-0.7	101.4	-30.9	-0.7	98.4	-0.7
O=C1c2ccccc2C(=O)N1CCCc1nc(-c2ccncc2)no1	-0.6	7.8	24.8	-6.1	0.7	103.5	-26.0	3.6	99.0	-1.7
COc1ccc2c(c1)S/C(=C\C(=O)c1ccncc1)N2C	-14.1	8.2	3.9	-10.2	2.3	109.5	92.3*	1.3	96.2	-0.9
CCOc1ccccc1N1CCN(C(=O)c2c(-c3ccccc3Cl)noc2C)CC1	6.3	-3.7	7.3	12.2	2.3	71.4	-29.6	1.1	80.0	-3.9
CN1CCN(C(=S)Nc2ccccc2Cl)CC1	-4.4	-8.2	14.8	9.9	-0.3	104.3	-55.0	-0.7	99.8	0.3
O=C(NC(=Nc1ccccc1)N1CCOCC1)Nc1ccccc1	-19.0	12.3	2.1	26.4	2.3	98.5	-22.7	-0.9	105.6	-2.8
c1ccc2c(c1)CNc1ccccc1C2	-4.7	0.4	23.1	-8.7	3.5	91.0	-61.8	-1.5	92.2	-0.5
CCCCC(=O)Nc1c(C)cc(C)cc1Cl	-7.9	-2.1	2.8	13.9	3.0	90.2	3.5	-0.5	86.6	2.0
COc1ccccc1OCC(O)Cn1c(Br)nc2c1c(=O)[nH]c(=O)n2C (stereo not given)	-5.8	14.3	7.8	-3.6	0.5	96.1	-36.5	-0.6	96.8	-3.0
Cc1ccc(C)c2[nH]c(=O)c(CCNC(=O)c3cc4ccccc4o3)cc12	-0.2	11.3	2.4	15.4	6.4	86.6	-15.9	0.4	93.7	2.7
CC(/C=N/NC(=O)Cn1nccc1C)=C\c1ccc(C(C)C)cc1	-1.1	2.3	2.3	/	2.1	74.5	-11.4	-0.1	78.5	1.5
CCN1CCN(P2(=O)C=C(c3ccccc3)OC(c3ccccc3)=C2)CC1	-17.4	3.0	3.5	-11.1	6.1	82.1	-46.4	1.1	71.5	-4.3
O=C(c1ccc(-n2c(SCc3cc(F)ccc3F)nc3ccccc3c2=O)cc1)N1CCOCC1	4.3	2.2	8.3	/	7.0	92.7	-5.7	-0.1	90.2	-0.5
CCOc1ccccc1C1CC(=O)Nc2cc3c(cc21)OCO3 (stereo not given)	5.2	1.6	3.8	22.3	3.4	17.5	-35.8	5.4	17.7	-3.5
CCOC(=O)c1cnc2cc(C)nn2c1C	-8.7	1.6	15.7	/	2.5	95.2	-13.5	-0.4	85.4	-1.3
CCCC(=O)c1ccc(N2CCCC2)c(F)c1	/	-2.4	5.5	-14.1	2.9	89.7	-5.4	/	86.8	-0.5
Cc1cc2ncn(C(=O)c3c(-c4ccccc4Cl)noc3C)c2cc1C	4.8	-8.0	9.6	3.5	4.8	94.7	-14.8	-2.1	97.9	-1.5
CN(C)C(=O)c1ccc2c(c1)C1C3CCC(C3)C1C(c1ccccc1)N2 (stereo not given)	11.5	-16.6	7.2	/	-2.3	86.2	-20.8	-2.5	83.3	-3.5
O=C(CN(c1cccc(C(F)(F)F)c1)S(=O)(=O)c1ccc(Cl)c([N+](=O)[O-])c1)NCc1ccc(F)cc1	8.9	0.1	4.8	/	-3.0	43.9	-39.4	1.1	49.0	-1.9
Cc1nn(CCC#N)c(NC(=O)c2ccc(Cl)cc2)c1P(=O)(Nc1ccc([N+](=O)[O-])cc1)N1CCOCC1 (stereo not given)	-4.4	-2.6	2.4	19.2	-3.7	90.7	12.7	0.6	92.8	1.3
O=C1NC(=O)C(CC(=O)N(Cc2ccco2)C2(C(=O)NC3CCCCC3)CCCCC2)N1 (stereo not given)	-19.2	12.4	5.9	-0.8	6.2	83.8	-2.5	0.0	91.4	-3.8
Cn1c(=O)n(CCC(=O)O)c2ccccc21	-7.1	-1.1	25.9	/	1.3	100.3	-17.4	/	90.8	-1.6

3 compounds from above, sorted by the number in Measles CPE, highest first.
| SMILES | Yeast life ext | GALR2 antag | Measles CPE | E-sel TNF inh | NPY-Y2 antag | Phagocytosis inh |
| --- | --- | --- | --- | --- | --- | --- |
| O=C(c1ccc(-n2c(SCc3cc(F)ccc3F)nc3ccccc3c2=O)cc1)N1CCOCC1 | 4.3 | 2.2 | 8.3 | / | 7.0 | -0.1 |
| CCCC(=O)c1ccc(N2CCCC2)c(F)c1 | / | -2.4 | 5.5 | -14.1 | 2.9 | / |
| CCN1CCN(P2(=O)C=C(c3ccccc3)OC(c3ccccc3)=C2)CC1 | -17.4 | 3.0 | 3.5 | -11.1 | 6.1 | 1.1 |

(listing goes on)
SMILES	Yeast life ext	GALR2 antag	Measles CPE	E-sel TNF inh	NPY-Y2 antag	PTEN del growth	BB579 growth dn	Phagocytosis inh	bCat KO growth	MRP-1 activ
O=C(COC(=O)/C=C/c1cccc(Cl)c1)NCCC1=CCCCC1	1.8	5.0	4.0	/	10.5	99.0	-29.7	-15.9	91.8	1.2
Cc1ccnc2nc(C(=O)OCCOc3ccccc3)nn12	-3.8	-1.4	22.2	-1.8	1.6	107.1	-5.0	-2.0	101.7	-1.1
O=C(NNC(=O)C1CC1)c1ccc(-c2ccccc2)cc1	0.8	-2.1	20.1	12.8	-0.2	99.1	26.3	-0.5	101.7	2.3
COCCn1nnnc1C(C(C)C)N1CCN(C(=O)c2ccco2)CC1 (stereo not given)	-8.4	-10.7	1.7	10.1	4.1	109.6	-18.3	-1.9	102.4	-0.7
COc1ccc2cnn(CCOc3ccccc3)c(=O)c2c1OC	-12.1	-15.8	7.3	-11.9	4.0	107.8	-46.0	-0.7	104.0	2.4
COc1ccc(CC(=O)Nc2ccc(-c3noc(-c4cc(OC)c(OC)c(OC)c4)n3)cc2)cc1	-3.1	1.6	3.1	14.2	1.1	64.8	-37.3	/	72.3	-4.7
COc1ccc2c(C(=O)CN(C)C3CCCCC3)c[nH]c2c1	-8.1	8.7	18.8	-16.6	1.6	96.8	-43.0	/	91.3	-3.0
O=S(=O)(Nc1ccc(-c2nc3cccnc3s2)cc1)c1ccc(Cl)s1	-11.2	-12.8	11.3	6.0	3.8	106.8	-31.4	-0.4	97.6	-1.9
NC(=O)C1(N2CCCCC2)CCN(C(=O)CCCn2c(=O)[nH]c3ccsc3c2=O)CC1	-5.3	/	15.6	/	/	92.0	-22.9	0.0	88.7	-2.1
COc1cc(/C=C(\C#N)c2nc3ccccc3[nH]2)cc(Br)c1OCc1ccc(F)cc1	-9.4	9.1	2.5	-8.3	0.3	2.1*	-54.5	1.1	2.1*	-6.9
Cc1nc(CC(=O)c2ccc(O)cc2O)cs1	-6.7	-5.2	6.8	10.0	4.7	100.8	-8.4	-0.3	96.7	2.2
CCc1ccccc1NC(=O)COc1ccc2c(=O)c(Oc3cc(C)ccc3C)coc2c1	2.7	0.3	12.7	/	8.6	64.9	-40.6	2.8	61.7	-1.6
N#CC1=C(N)NC(SCC(=O)Nc2ccccc2)=C(C#N)C12CCCC2	-21.4	-7.9	14.7	-57.3	-1.7	90.6	-44.6	-0.7	100.4	-3.2
Cc1ccc2nc(NCc3ccccc3)[nH]c2c1	10.1	4.9	27.1	/	8.2	21.4	-32.2	1.0	18.6	-1.8
O=C(Nc1cc(Cl)cc(Cl)c1)c1cccc(OC(F)F)c1	-15.4	4.5	7.4	-9.0	0.5	19.0	-18.0	1.4	20.4	-1.9
O=C(CN(Cc1ccccc1Cl)C(=O)c1ccc(CN2CCOCC2)o1)NCc1ccccc1	-8.4	-14.6	9.4	11.3	2.6	88.0	-25.2	-2.6	86.5	-1.9
Cc1cccc(C(=O)N2c3ccccc3C(=O)OC2c2ccc3c(c2)OCO3)c1 (stereo not given)	1.1	-6.7	10.5	-21.5	3.5	89.4	-59.1	/	84.4	-0.3
C=CCn1c(SCC(=O)Nc2cccc(OC)c2)nnc1-c1cccnc1	-2.6	2.7	4.3	/	1.3	100.0	-29.8	0.7	103.8	0.4
CCCSc1nc2c(=O)[nH][nH]c(=O)c2n1Cc1ccccc1	/	-15.3	4.9	-28.3	1.0	100.4	7.5	/	99.4	-2.8
CCOC(=O)C1=C(CSc2nc3c(cc2C#N)CN(C)CC3)OC(N)=C(C#N)C1c1ccccc1 (stereo not given)	-12.7	-0.3	12.5	/	1.0	89.0	-12.3	-1.0	88.3	-2.5
Cc1sc2nc(SCC(=O)N3CCOCC3)[nH]c(=O)c2c1C	-7.5	6.3	12.7	-44.0	1.9	82.0	15.3	-1.0	87.1	-0.7
Cc1cc2ncn(-c3nnnn3-c3ccccc3)c2cc1C	-5.3	11.9	1.1	3.3	2.2	93.3	-41.4	-0.2	84.5	-0.7
COc1cccc(Nc2nc3ccccc3nc2-n2nc(C)cc2C)c1	-10.4	-0.7	1.7	/	4.3	79.0	16.4	0.5	81.4	5.6*
CCOC(=O)C1CCN(C(=S)Nc2cccc(C)c2C)CC1	1.9	-3.0	23.5	-1.3	2.4	94.7	-46.5	3.1	85.8	-1.5
Cc1cc(Cl)ccc1OCCCC(=O)NCc1ccncc1	1.9	0.2	6.3	-7.5	1.5	90.2	-44.8	2.0	88.2	-1.0
CCC(C)NC(=O)C(=O)NC1CCCC1 (stereo not given)	4.1	8.3	5.1	-1.9	0.5	98.3	-32.8	-5.7	87.8	-0.6
COc1ccccc1N1CCN(C(=O)C2CCN(S(=O)(=O)c3ccc(Cl)cc3)CC2)CC1	-18.1	-7.1	5.2	12.1	1.3	46.0	-28.4	2.9	49.0	-0.7
O=C1C2CC=CCC2C(=O)N1c1nc2n(n1)C(c1ccccc1)CC(c1ccccc1)N2 (stereo not given)	-6.8	5.0	/	-35.0	0.2	115.0	-59.5	0.5	103.1	0.2
CCOC(=O)c1nn(-c2ccc(OCC)cc2)c(C)c1C(C)=O	-5.2	13.4	2.7	/	0.4	103.3	19.2	-1.1	100.0	-1.8
O=C(CSc1ncn[nH]1)c1ccccc1	-8.3	6.9	-0.2	-5.5	1.9	93.2	-16.0	-2.4	87.9	-1.4
Cn1nc(C(=O)Nc2c(-c3ccccc3)nc3sccn23)c2ccccc2c1=O	2.3	11.4	2.5	9.7	0.8	99.5	-22.3	-0.2	96.8	-3.9
Cn1nnc(NC(=O)c2cccc(OCc3ccccc3)c2)n1	-13.2	-8.9	13.2	-22.2	0.4	113.2	-83.7	-0.7	99.4	-1.2
Cc1cc(=O)oc2cc(OCC(=O)OCc3nnc(-c4ccccc4)o3)ccc12	-15.6	-7.1	9.9	11.3	0.8	96.1	-49.1	-1.1	97.2	0.9
